# DT40 TDP1 no CPT – qHTS for Inhibitors of human tyrosyl-DNA phosphodiesterase 1 (TDP1): qHTS in cells in absence of CPT; DT40 Tdp1-/- hTDP1 cells, no CPT, ATP luminescence, 48 h; Potency, µM (titrated, usually from 46.2 µM), for the others: at the top dose activity change, negative = growth inhibition, usual class: inhibitors; actives 15% (n = 420,000); also: nearly all actives have a fitted effect of over 55% in size
#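 No-CPT arm: Tdp1-/-;hTDP1 DT40 cells (400/well) plus compounds, incubated ≥48 hr at 37 °C. Readout CellTiter-Glo luminescence.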
# TDP1 cell CPT – growth inhibition of DT40 Tdp1-/-;hTDP1 cells with camptothecin (screen for TDP1 inhibitors) | chicken DT40 Tdp1-/-;hTDP1 cells + 20 nM CPT, ATP luminescence, 48 h | Potency, µM (series often up to 46.2 µM), inactives show at the highest dose activity change, negative = growth inhibition, actives largely listed as inhibitors | actives 12% (n = 420,000) | AID 686979; also: nearly all actives have a fitted effect of over 55% in size
#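 Chicken DT40 Tdp1-/- cells complemented with human TDP1, 400 cells/well, exposed to compounds plus 20 nM camptothecin for at least 48 h at 37 C; viability read as ATP content by CellTiter-Glo luminescence.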
# TDP1 block – inhibitors of human tyrosyl-DNA phosphodiesterase TDP1; AID 485290; Q9NUW8; Potency, µM (titrated, usually from 130 µM), without a hit: at the top dose activity change, negative = inhibition, usual class: inhibitors; recombinant TDP1, AlphaScreen DNA substrate cleavage; actives 0.28% (n = 350,000); also: nearly all actives have a fitted effect of over 40% in size
# Target sequence (Q9NUW8 whole entry, looked up): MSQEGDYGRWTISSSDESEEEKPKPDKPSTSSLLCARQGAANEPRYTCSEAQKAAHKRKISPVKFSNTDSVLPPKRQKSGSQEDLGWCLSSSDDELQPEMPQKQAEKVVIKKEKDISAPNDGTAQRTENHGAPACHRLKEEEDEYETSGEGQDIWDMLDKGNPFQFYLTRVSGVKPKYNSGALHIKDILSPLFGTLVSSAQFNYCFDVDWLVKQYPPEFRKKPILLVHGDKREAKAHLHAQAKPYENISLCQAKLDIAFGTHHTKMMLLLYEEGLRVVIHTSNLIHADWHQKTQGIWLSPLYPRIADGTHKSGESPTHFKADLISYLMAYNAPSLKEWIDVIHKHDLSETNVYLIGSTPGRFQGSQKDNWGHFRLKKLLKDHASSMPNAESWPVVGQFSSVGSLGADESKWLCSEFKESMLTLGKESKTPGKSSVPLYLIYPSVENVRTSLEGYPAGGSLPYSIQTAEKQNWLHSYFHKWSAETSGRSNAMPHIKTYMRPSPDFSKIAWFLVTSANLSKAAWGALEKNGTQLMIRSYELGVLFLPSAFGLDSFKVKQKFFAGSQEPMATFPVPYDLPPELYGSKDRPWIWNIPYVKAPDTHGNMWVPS
#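 Tdp1 1 nM final; 15 min RT w/ cpd; substrate 15 nM, 5 min; beads 10 ug/ml, 10 min; AlphaScreen read. Neg ctrl: no enzyme.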
# Active calls of the source: *; ? = inconclusive; nt = no result given; & = joins results of further samples; [ ] = remark or other dose. Calls follow the shape of the dose curve; as a rule, active = well fitted curve in the direction sought with a large enough effect; inconclusive = small, poorly fitted or top-dose-only effect, or another doubt; inactive = no such curve, though single readings can be large; an effect the other way counts as inactive or inconclusive. % is scaled to controls: 0 for no effect and ±100 for the full control effect; potency is read from the fitted curve at half-maximal effect.
# Preview, 19 compounds:
SMILES,DT40 TDP1 no CPT,TDP1 cell CPT,TDP1 block
COCCCNC(=O)C[C@H]1C[C@H](C(=O)N2CCOCC2)[C@@]2(C)c3[nH]c4cc(-c5ccco5)ccc4c3CCN2C1=O,?,?,3%[56.1 µM]
COc1ccc(NC(=O)COc2ccc(Br)cc2)c(OC)c1,?,-1%,nt
c1ccc(N/N=C2\CCCc3ccccc32)nc1,-17%,0%,5%
CC(CNC(=O)CN1C(=O)c2cccnc2Oc2ccc(Cl)cc21)c1ccccc1 (configuration not stated),?,?,1%&9%
COc1ccccc1NC(=O)C12CCC(C)(C(=O)C1)C2(C)C (configuration not stated),0%,-28%,7%
NC(=O)c1ccc(NC(=O)CCNC(=O)c2ccco2)cc1,4%,6%,nt
c1ccc(-c2nc(NCCCn3ccnc3)c3oc4ccccc4c3n2)cc1,?,?,10%
O=C(Cn1cccc1C(=O)c1ccccc1)NCCCc1ccccc1,-6%,-14%,4%
Cc1ccc(NC(=O)c2cc(NC(=O)c3ccco3)ccc2N2CCCCC2)cc1,?,?,0%
Oc1ccc(/C=N/N=C/c2ccc(O)c(O)c2)cc1O,18µM*,?,nt
CN(Cc1c(C(=O)N/N=C/c2cccc(O)c2)nnn1-c1nonc1N)C1CCCCC1,-11%,-8%,-7%
O=c1cc(CN2CCN(c3ccc(Cl)c(Cl)c3)CC2)c2c(ccc3ccccc32)o1,?,?,nt
CCOC(=O)c1c(C)oc2ccc(OCC(=O)N(CC)CC)cc12,?,?,-8%
N#Cc1ccccc1COC(=O)c1ccc(Br)o1,0%,-13%,5%
Clc1cc(Cl)cc(CSc2nnc(-c3sccc3-n3cccc3)o2)c1,?,-19%,2%
Brc1ccc(OCCCCN2CCCCC2)cc1,-29%,0%,-1%
CCOC(=O)CN1CC23C=CC(O2)C(C(=O)Nc2ccc(F)c(C)c2)C3C1=O (configuration not stated),1%,-2%,-1%
CCOC(=O)c1ccccc1NC(=O)CN(c1ccccc1)S(=O)(=O)c1ccc(OCC)cc1,15µM*,23µM*,nt
O=C(Cn1c(=O)n(Cc2ccc(C(=O)NCc3ccc4c(c3)OCO4)cc2)c(=O)c2ccccc21)Nc1ccc(F)cc1F,?,-7%,25µM*

# The whole of this part, previewed entries included:
SMILES,DT40 TDP1 no CPT,TDP1 cell CPT,TDP1 block
COCCCNC(=O)C[C@H]1C[C@H](C(=O)N2CCOCC2)[C@@]2(C)c3[nH]c4cc(-c5ccco5)ccc4c3CCN2C1=O,?,?,3%[56.1 µM]
COc1ccc(NC(=O)COc2ccc(Br)cc2)c(OC)c1,?,-1%,nt
c1ccc(N/N=C2\CCCc3ccccc32)nc1,-17%,0%,5%
CC(CNC(=O)CN1C(=O)c2cccnc2Oc2ccc(Cl)cc21)c1ccccc1 (configuration not stated),?,?,1%&9%
COc1ccccc1NC(=O)C12CCC(C)(C(=O)C1)C2(C)C (configuration not stated),0%,-28%,7%
NC(=O)c1ccc(NC(=O)CCNC(=O)c2ccco2)cc1,4%,6%,nt
c1ccc(-c2nc(NCCCn3ccnc3)c3oc4ccccc4c3n2)cc1,?,?,10%
O=C(Cn1cccc1C(=O)c1ccccc1)NCCCc1ccccc1,-6%,-14%,4%
Cc1ccc(NC(=O)c2cc(NC(=O)c3ccco3)ccc2N2CCCCC2)cc1,?,?,0%
Oc1ccc(/C=N/N=C/c2ccc(O)c(O)c2)cc1O,18µM*,?,nt
CN(Cc1c(C(=O)N/N=C/c2cccc(O)c2)nnn1-c1nonc1N)C1CCCCC1,-11%,-8%,-7%
O=c1cc(CN2CCN(c3ccc(Cl)c(Cl)c3)CC2)c2c(ccc3ccccc32)o1,?,?,nt
CCOC(=O)c1c(C)oc2ccc(OCC(=O)N(CC)CC)cc12,?,?,-8%
N#Cc1ccccc1COC(=O)c1ccc(Br)o1,0%,-13%,5%
Clc1cc(Cl)cc(CSc2nnc(-c3sccc3-n3cccc3)o2)c1,?,-19%,2%
Brc1ccc(OCCCCN2CCCCC2)cc1,-29%,0%,-1%
CCOC(=O)CN1CC23C=CC(O2)C(C(=O)Nc2ccc(F)c(C)c2)C3C1=O (configuration not stated),1%,-2%,-1%
CCOC(=O)c1ccccc1NC(=O)CN(c1ccccc1)S(=O)(=O)c1ccc(OCC)cc1,15µM*,23µM*,nt
O=C(Cn1c(=O)n(Cc2ccc(C(=O)NCc3ccc4c(c3)OCO4)cc2)c(=O)c2ccccc21)Nc1ccc(F)cc1F,?,-7%,25µM*
CCCCc1nc(NCCNC(=O)c2ccco2)c(C#N)c2c1CSC(C)(C)C2,23µM*,29µM*,-1%
CS(=O)(=O)N1CCC2(CCN(c3cccc(-c4ccccc4)c3)CC2)CC1,21µM*,?,nt
CCN(CC)C(=O)Cn1cc(C(=O)C(=O)N2CCCc3ccccc32)c2ccccc21,-23%,?,0%
O=S(=O)(NCc1cccnc1)c1cc(Cl)ccc1Cl,-12%,24%,-1%
CS(=O)(=O)c1ccccc1C(=O)Nc1ccc(-c2nc3ccccc3[nH]2)cc1,?,-23%,4%
COc1ccc(NC(=O)CCNC(=O)c2ccco2)cc1Cl,-3%,2%,0%
N#Cc1cc(-c2ccc(Cl)cc2)cnc1Sc1ccccc1,1%,-11%,8%
C=CCNCCCCOc1ccccc1,-3%,-26%,3%
COc1ccc(C(=O)Nc2nccs2)cc1OC,-22%,-20%,4%
Nc1ccccc1-c1nnc(SCc2ccccc2Cl)[nH]c1=O,?,?,2%
Cc1ccc(NC(=O)CSC2=C(C#N)C(c3ccc4c(c3)OCO4)C3=C(CCCC3=O)N2)c(C)c1 (configuration not stated),-24%,?,6%
O=C(Cn1cc2ccccc2n1)N1CCOc2ccc(C(O)C3CCCCC3)cc2C1 (configuration not stated),?,-3%[9.04 µM],nt
CC(=O)NNC(=O)CCn1nnc2ccccc21,-1%,12%,6%
CCOC(=O)c1ccc(NS(=O)(=O)N2CCCCCC2)cc1,?,?,-2%
COc1ccc(NC(C)=O)cc1NS(=O)(=O)c1cn(C)c(=O)n(C)c1=O,-2%,14%,nt
COc1cc(CN2C[C@@H](CO)O[C@@H](n3cnc4c(NCc5ccc(F)cc5)ncnc43)C2)cc(OC)c1OC,?,16µM*,nt
Cc1ccc(C)c(NC(=S)NCc2cccs2)c1,29µM*,?,5%

# In a second layout: entries from further up.
Compound	DT40 TDP1 no CPT	TDP1 cell CPT	TDP1 block
O=c1cc(CN2CCN(c3ccc(Cl)c(Cl)c3)CC2)c2c(ccc3ccccc32)o1	?	?	nt
COc1ccc(C(=O)Nc2nccs2)cc1OC	-22%	-20%	4%

# The list continues:
SMILES,DT40 TDP1 no CPT,TDP1 cell CPT,TDP1 block
CCOC(=O)CNc1ncnc2nc[nH]c12,-5%,-5%,5%
CCN1CCN(c2ccc(S(=O)(=O)N3CCCCC3)cc2NC(=O)COc2ccc(Cl)c(C)c2)CC1,13µM*,16µM*,6%
Cc1c(C(=O)NCc2cccc(F)c2)sc2ncnc(NCC3CCCO3)c12 (configuration not stated),?,-8%[9.04 µM],nt
CCOC(=O)N1CCC(N2CCN(c3ccccc3)CC2)CC1,-4%,-1%,nt
CC(NC(=O)c1ccc(NC(=O)CC2SC(N3CCCC3)=NC2=O)cc1)c1ccccc1 (configuration not stated),-2%,-2%,0%
CCOC(=O)c1nnn(-c2nonc2N)c1-c1cccc2ccccc12,?,-28%,-2%
CN1CCN(c2ccc(S(=O)(=O)N3CCCCC3)cc2NC(=O)Cc2ccccc2F)CC1,-29%,-7%,3%
CC(C)[C@H](NC(N)=O)C(=O)Nc1ccc(OCc2ccccc2)cc1,-17%,12%,0%
Cc1ccc(N(CC(=O)Nc2ccc3c(c2)OCCO3)S(=O)(=O)c2c(C)noc2C)cc1,?,?,4%
COc1cccc(NC(=O)CSc2nc3c([nH]c4ccccc43)c(=O)n2C)c1,?,?,-2%
CNC(=S)N1CCn2cccc2C1c1cc(OC)c(OC)c(OC)c1 (configuration not stated),-17%,3%,5%
O=C(Nc1ccc(F)cc1F)C1CC(=O)N(Cc2ccccc2)C1 (configuration not stated),4%,3%,1%
CSc1ccc(C(=O)C2CCCN(C(=O)c3ccc4c(c3)OCO4)C2)cc1 (configuration not stated),?,?,7%
O=C(NCC(=O)N(c1ccc(F)cc1)C(C(=O)NC1CCCC1)c1cccnc1)c1cccs1 (configuration not stated),-16%,24%,-2%
CCc1ccc(N2CC(C(=O)N3CCN(c4ccc([N+](=O)[O-])cc4)CC3)CC2=O)cc1 (configuration not stated),-21%,-32%,nt
O=C(c1ccccc1)c1ccc(C(=O)N2CCOCC2)cc1,-9%,-2%,3%
O=C(NC1CC1)[C@@H]1C[C@H](Sc2nc3ccccc3[nH]2)CN1CC1CCCCC1,?,-9%,nt
OCCNc1ncnc2c1ncn2[C@H]1CN(Cc2ccco2)C[C@@H](CO)O1,0%,16%,nt
O=C(CCC(=O)NNC(=O)COc1ccccc1)NCc1ccccc1,0%,-1%,3%
C(=C\c1ccccc1)/C=N/Nc1nc(N2CCCCC2)nc(N2CCCCC2)n1,12µM*,12µM*,8%
COc1ccccc1NC(=O)c1oc2ccccc2c1NC(=O)C1CC1,?,?,0%
CCOc1ccccc1NC(=O)c1ccc2c(c1)C(=O)N(C(C)(C)C)C2=O,?,-13%,nt
O=C(CN(Cc1ccccc1F)C(=O)c1csnn1)NC1CCCCC1,?,-7%,0%
CCCC(=O)c1ccc(N2CCN(S(=O)(=O)c3ccccc3)CC2)c(F)c1,?,?,0%
CN(CC(=O)Nc1ccc(N2CCOCC2)cc1)C(=O)Cc1ccccc1,-23%,?,0%
CN(C(=O)COc1ccccc1)c1nnc(C23CC4CC(CC(C4)C2)C3)s1,?,?,0%
COc1ccc(C(=O)CC(=O)C(=O)Nc2cccc(F)c2)cc1,15µM*,?,nt
Cc1ccc(-c2cccc(C3CC=CC4C3C(=O)N(Cc3ccccc3)C4c3cc(C)ccc3F)c2)cc1 (configuration not stated),15µM*,16µM*,7%&-7%
O=C(NN=C1CCCCCCC1)c1ccc(F)cc1,?,?,5%
COCc1cc(C)nc(SCC(=O)Nc2ccccc2C)c1C#N,5.8µM*,7.3µM*,-2%
CC(C)NC(=O)c1ccc(Cn2c(SCc3ccc(F)cc3)nc3cccnc32)cc1,-29%,-29%,0%
C#CCN(C[C@@H](CC(C)C)NC(=O)OC(C)(C)C)S(=O)(=O)c1ccc(Br)cc1F,?,?,nt
CC(=O)N1CCN(Cc2nc3cc(NC(=O)c4ccccc4)ccc3n2C)CC1,12%,3%,6%
Nc1cc(N)nc(SCCOc2ccccc2)n1,-28%,?,-2%
CCC(OC(=O)c1cc2sccc2n1C)C(=O)NCC1CCCO1 (configuration not stated),-16%,-15%,2%
CC1CCCN(CC(=O)N2c3ccccc3Sc3ccccc32)C1 (configuration not stated),?,?,1%
CC(=O)Nc1cccc(C(=O)NCc2ccc3c(c2)CCN3C(C)=O)c1,-13%,-9%,0%
Cc1nnc(SCC(=O)O)s1,6%,14%,6%
CCC(C)Sc1ccc([C@@H]2[C@H]3C(=O)N(CC)C(=O)[C@H]3[C@]3(C(=O)OC)CCCCN23)cc1 (some centres not stated),16µM*,?,0%
COC(=O)C[C@@H]1C=C[C@@H](NC(C)=O)[C@@H](CO)O1,13%,-2%,nt
O=C(CCS(=O)(=O)c1ccc(Cl)cc1)N1CCN(S(=O)(=O)c2cccs2)CC1,-25%,-28%,5%
Cc1ccc(N2CC(C(=O)NCCN3CCOCC3)CC2=O)cc1 (configuration not stated),0%,-15%,2%
COc1ccc(Nc2nc(-c3c[nH]c4ccccc34)cs2)cc1,-23%,-12%,11%
CCN1CCN(C(c2cccs2)C(C)NC(=O)C(=O)N2CCCCC2)CC1 (configuration not stated),7%,-1%,0%
CCN1CCN(CCCNC(=O)c2cc3c(=O)oc4ccc(C)cc4c3s2)CC1,?,?,2%
O=C(Cn1cc(C(F)(F)F)cc(Cl)c1=O)NCc1ccc(F)cc1,-2%,-4%,6%[0.0935 µM]
COc1ccc(-c2nnc(-c3ccc(C)cc3)o2)cc1,-23%,23%,nt
CCOC(=O)CC1=C(C(=O)OCC)C(c2ccc(OC)cc2OC)C(C#N)=C(N)O1 (configuration not stated),-4%,-113%,5%
Cn1c(=O)c2c(-c3ccccc3)n(-c3cccc(O)c3)cc2n(C)c1=O,9.2µM*,18µM*,nt
CCOC(=O)C1(C)CCCN1C(=O)c1sccc1C (configuration not stated),-14%,1%,nt
CCOc1ccc(/C=N/O)cc1,1%,4%,7%
CC1(C)CC(=O)C2=C(C1)OC(N)=C(C#N)C21CCN(Cc2ccccc2)CC1,?,-24%,4%
Cc1cccc(NC(=O)CNC(=O)CN2C(=O)NC3(CCc4ccccc43)C2=O)c1C (configuration not stated),-6%,0%,nt
COC(C[C@H](O)[C@@H](C)[C@H](O)COCc1ccccc1)OC,-15%,-1%,0%
CCC(=O)Oc1ccc(C2NC(=O)c3ccccc3O2)cc1OC (configuration not stated),-2%,10%,nt

# Assay outcomes: PubChem, National Center for Advancing Translational Sciences (NCATS)
